Screens: PubChem BioAssay, several laboratories
TcdB GH inh: TcdB glycohydrolase inhibitors, primary screen, biochemical, single point, plate reader. 350,000 tested, 0.24% active. inhibition, % at 9.99 µM. TcdB glycohydrolase enzymatic assay. Toxin B (Clostridioides difficile), P18177. AID 652162, 2013; in the data active = inhibition above about 10%
Target sequence (P18177 whole entry, looked up): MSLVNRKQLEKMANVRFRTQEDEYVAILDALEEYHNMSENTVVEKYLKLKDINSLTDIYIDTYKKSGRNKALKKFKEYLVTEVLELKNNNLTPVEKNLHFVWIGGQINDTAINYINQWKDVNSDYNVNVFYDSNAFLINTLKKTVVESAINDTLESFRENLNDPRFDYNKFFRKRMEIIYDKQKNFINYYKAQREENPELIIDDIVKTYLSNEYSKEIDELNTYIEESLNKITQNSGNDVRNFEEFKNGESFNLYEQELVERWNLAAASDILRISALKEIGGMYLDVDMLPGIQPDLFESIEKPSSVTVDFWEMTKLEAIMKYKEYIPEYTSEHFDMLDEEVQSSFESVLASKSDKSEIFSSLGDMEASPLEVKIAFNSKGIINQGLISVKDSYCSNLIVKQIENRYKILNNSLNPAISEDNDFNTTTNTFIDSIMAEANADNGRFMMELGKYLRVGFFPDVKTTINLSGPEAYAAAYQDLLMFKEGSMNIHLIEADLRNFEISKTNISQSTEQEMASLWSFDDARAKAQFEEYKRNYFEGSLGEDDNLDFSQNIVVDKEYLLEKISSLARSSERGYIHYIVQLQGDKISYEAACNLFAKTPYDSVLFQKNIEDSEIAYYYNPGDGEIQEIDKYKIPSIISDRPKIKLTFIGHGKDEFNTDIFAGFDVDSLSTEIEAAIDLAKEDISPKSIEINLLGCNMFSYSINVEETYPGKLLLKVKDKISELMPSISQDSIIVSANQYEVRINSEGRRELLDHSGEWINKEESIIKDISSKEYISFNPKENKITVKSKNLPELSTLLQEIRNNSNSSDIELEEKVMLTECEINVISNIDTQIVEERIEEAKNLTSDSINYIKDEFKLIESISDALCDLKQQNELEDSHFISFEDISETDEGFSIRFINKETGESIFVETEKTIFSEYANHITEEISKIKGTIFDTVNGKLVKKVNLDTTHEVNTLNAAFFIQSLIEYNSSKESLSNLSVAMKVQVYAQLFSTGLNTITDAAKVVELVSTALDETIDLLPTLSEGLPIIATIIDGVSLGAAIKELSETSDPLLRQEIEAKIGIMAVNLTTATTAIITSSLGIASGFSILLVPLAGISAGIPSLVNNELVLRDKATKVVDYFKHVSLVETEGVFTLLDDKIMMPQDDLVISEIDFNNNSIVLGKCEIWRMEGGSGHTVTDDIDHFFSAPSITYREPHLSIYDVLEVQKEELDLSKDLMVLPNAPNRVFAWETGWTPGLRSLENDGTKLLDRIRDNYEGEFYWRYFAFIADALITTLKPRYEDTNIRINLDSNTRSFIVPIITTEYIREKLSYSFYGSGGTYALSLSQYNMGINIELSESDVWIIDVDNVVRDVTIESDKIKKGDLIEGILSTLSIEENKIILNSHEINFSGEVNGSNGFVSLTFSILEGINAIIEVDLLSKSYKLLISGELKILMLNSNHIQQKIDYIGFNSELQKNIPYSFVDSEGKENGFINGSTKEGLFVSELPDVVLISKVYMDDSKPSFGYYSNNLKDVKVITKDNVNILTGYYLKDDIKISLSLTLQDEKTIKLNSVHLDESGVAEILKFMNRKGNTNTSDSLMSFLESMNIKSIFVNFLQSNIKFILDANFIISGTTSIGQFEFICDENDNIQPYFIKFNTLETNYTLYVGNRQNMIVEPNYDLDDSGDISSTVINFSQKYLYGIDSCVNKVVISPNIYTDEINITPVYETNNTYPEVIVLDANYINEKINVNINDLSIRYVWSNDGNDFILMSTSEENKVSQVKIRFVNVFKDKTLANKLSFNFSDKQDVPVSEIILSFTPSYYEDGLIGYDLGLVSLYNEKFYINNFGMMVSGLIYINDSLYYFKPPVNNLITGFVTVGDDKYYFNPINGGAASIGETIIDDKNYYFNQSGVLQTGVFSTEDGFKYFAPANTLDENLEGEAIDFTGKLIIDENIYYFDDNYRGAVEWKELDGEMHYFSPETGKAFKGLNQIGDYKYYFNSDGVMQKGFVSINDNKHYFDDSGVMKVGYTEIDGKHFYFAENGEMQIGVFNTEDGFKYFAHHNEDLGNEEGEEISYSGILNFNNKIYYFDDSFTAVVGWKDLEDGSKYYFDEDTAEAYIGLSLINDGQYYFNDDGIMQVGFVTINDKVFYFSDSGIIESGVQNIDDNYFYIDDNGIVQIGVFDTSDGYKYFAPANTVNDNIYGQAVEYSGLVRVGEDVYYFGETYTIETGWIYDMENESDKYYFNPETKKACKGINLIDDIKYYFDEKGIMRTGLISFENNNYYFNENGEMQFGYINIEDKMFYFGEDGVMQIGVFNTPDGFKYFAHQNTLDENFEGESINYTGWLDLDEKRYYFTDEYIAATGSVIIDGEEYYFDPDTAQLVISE
VHR inh abs: VHR1 phosphatase inhibitors, primary screen, biochemical, absorbance, uHTS; AID 1654, 2009; 290,000 tested, 0.52% active; inhibition, % at 13.3 µM; recombinant VHR phosphatase, pNPP absorbance; in the data active = inhibition above about 50%; note: some compounds called inactive have numbers as strong as hits
PriA SSB inh: inhibitors of Klebsiella pneumoniae PriA binding to SSB C-terminal tail, primary screen, biochemical, AlphaScreen; PriA–SSB C-terminal tail interaction (Klebsiella pneumoniae); AlphaScreen SSBct-PriA binding, biotinylated peptide; inhibition, % at 33 µM; 430,000 tested, 0.6% active; in the data active = inhibition mostly above about 37%, no sharp cut-off; inactive = mostly below about 20%;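 note: plate controls were negative control peptide for no effect and reference peptide for full effect; strong numbers were not always called active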
BH1578 lux ind: inducers of Vibrio cholerae quorum light production without autoinducers, primary screen, BH1578 luxS cqsA deficient, single point; activation, % at 18.7 µM; 350,000 tested, 0.16% active; V. cholerae BH1578 lux reporter, luminescence, 6 h; in the data active = activation mostly above about 9.7%, no sharp cut-off; note: not every result past the cut was called active; inactives centre near 0; reference of the scale not given here
BoNT A protease: BoNT/A light chain protease inhibitors, primary screen, biochemical, flow cytometry, MLPCN library; Botulinum neurotoxin type A light chain protease (Clostridium botulinum A str. ATCC 3502); multiplex microsphere protease substrate cleavage; inhibition, % at 10 µM; 360,000 tested, 0.17% active; AID 588499, 2011; note: plate controls were buffer without enzyme for full effect and enzyme alone for no effect
Y pestis TopoI: Yersinia pestis topoisomerase I inhibitors, primary screen, biochemical, cleavage product accumulation, plate reader, single point | DNA topoisomerase I (Yersinia pestis CO92) | Y. pestis Topo-I cleavage product accumulation | activity, % at 10 µM | 360,000 tested, 0.064% active; in the data active = activity above about 50%, passing the limit was not always enough; note: inactives centre near 2
CCHF vOTU inh: CCHFV vOTU protease inhibitors, primary screen, biochemical, Pep-AMC substrate, fluorescence; inhibition, % at 11.5 µM; 370,000 tested, 0.55% active; AID 651958, 2012; Crimean-Congo hemorrhagic fever virus L polyprotein viral ovarian tumor (vOTU) protease …; in the data active = inhibition above about 30%; note: 0% = vehicle wells with enzyme and 100% = no enzyme wells
SARS 3CLpro inh: SARS-CoV 3CLpro protease inhibitors, primary screen, biochemical, quenched FRET. inhibition, % at 6 µM. recombinant SARS-CoV 3CLpro, quenched FRET peptide cleavage. Replicase polyprotein 1ab (Severe acute respiratory syndrome coronavirus), P0C6X7. 290,000 tested, 0.14% active; in the data active = inhibition above about 12%
Anthrax LF prot: Bacillus anthracis LF protease inhibitors, primary screen, biochemical, multiplex microsphere, MLPCN library; multiplex microsphere protease cleavage assay; inhibition, % at 10 µM; 360,000 tested, 0.12% active; Lethal factor (Bacillus anthracis), P15917; AID 588501, 2011; note: plate controls were buffer without enzyme for full effect and enzyme alone for no effect
PfHsp40 yeast: rescue of yeast from PfHsp40 toxicity, primary screen, S. cerevisiae, ATP luminescence; 340,000 tested, 0.68% active; S. cerevisiae expressing PfHsp40, growth rescue; AID 504582, 2011; growth rescue, % at 12.5 µM; in the data active = growth rescue above about 28%, passing the limit was not always enough;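 note: yeast W303a lacking pdr1 and pdr3 grown in galactose medium; growth measured after three days at 30 °C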
The depositor's hits bear a star; i = inactive; / = no result given; & = joins results of further samples. Cut-off read from the data, not from the text of the source, unless noted: active = inhibition above about 30%; inconclusive = no clear call, values can overlap the other calls; inactive = below that. A portion of the library (hit frequency here may not be typical).

molecule | PfHsp40 yeast | PriA SSB inh | SARS 3CLpro inh | TcdB GH inh | BoNT A protease | Anthrax LF prot | VHR inh abs | Y pestis TopoI | BH1578 lux ind | CCHF vOTU inh
CC(C)CNc1ncnc2c1ncn2[C@H]1CN(Cc2ccc(Cl)cc2)C[C@@H](CO)O1 | / | / | / | 1.7 | 0.0 | -7 | / | 5 | -1.7 | 12
CCN(Cc1ccccc1)C(=O)c1ccc(CS(=O)c2ccccc2C)o1 (stereo unspecified) | -0.3 | 5 | -7 | 2.0 | 1.1 | 3 | 19 | 16 | i | 8
O=C(c1ccc(C(F)(F)F)cc1)N1CCC(=O)N([C@H](COCc2ccccc2)Cc2ccccc2)CC1 | / | / | / | 2.2 | -0.6 | -5 | / | / | / | 19
COc1ccccc1NC(=O)COC(=O)C1CC2C=CC1C2 (stereo unspecified) | -0.8 | -4 | 4 | 1.9 | -0.4 | 2 | 6 | 4 | i | -4
Cn1c(NCc2cccnc2)nc2cc(-c3ccc(F)cc3)sc2c1=O | / | / | / | 2.2 | 0.4 | 6 | / | 5 | i | 2
CCSc1nnc(NC(=O)c2ccc3nc[nH]c3c2)s1 | -0.7 | -1 | / | 0.9 | -0.9 | 4 | / | -2 | -2.9 | 3
COc1ccc(C(CC(=O)NCC(OC)OC)NS(=O)(=O)c2ccc(Cl)cc2)cc1 (stereo unspecified) | 0.3 | -31 | 2 | -0.9 | 0.2 | 3 | 12 | -10 | -1.6 | 3
CCN(CC)CC(=O)NC1CC(C)(C)Cc2c1cnn2-c1ccc(F)cc1 (stereo unspecified) | -1.3 | 2 | 1 | 0.1 | -0.3 | -12 | -3 | 9 | 0.8 | 9
COc1ccc(NC(=O)COc2ccc(N(C)S(=O)(=O)c3ccc(C)cc3)cc2)cc1 | 3.6 | -9 | 6 | / | -0.3 | -4 | 2 | 2 | 2.7 | 8
CN(C)CCCN(C(=O)COc1ccc(Cl)cc1)c1nc2c(F)cccc2s1 | 0.4 | -13&-6 | -1 | 0.9 | 0.5 | -8 | 15 | 5 | 2.2 | 29
CC1C(=O)C(C)C(c2ccc(O)cc2)NC1c1ccc(O)cc1 (stereo unspecified) | -0.1 | -1 | 0 | 5.6 | -1.0 | -6 | / | -1 | -2.3 | 5
Cc1nnc(NC(=O)C2CCCN2C(=O)Nc2ccccc2)s1 (stereo unspecified) | 0.0 | -4 | 2 | 0.4 | -1.3 | -4 | 31 | -1 | -1.2 | 6
CCOC(=O)C1CCN(C(=O)c2cc3c(ccc4ccccc43)o2)CC1 | 1.0 | -6 | 4 | 0.7 | 3.3 | 1 | 15 | 29 | -0.4 | 6
O=C(CCS(=O)(=O)c1cc2c(cc1Cl)NC(=O)CO2)NCc1ccc(F)cc1 | -0.1 | 3 | -5 | -2.3 | -0.2 | -1 | 9 | -3 | -0.4 | -4
COc1ccc(S(=O)(=O)N2CCCCC2)cc1-n1cnnn1 | -0.8 | -13 | 2 | 1.7 | 0.1 | -2 | 7 | 5 | i | 7
O=C(Cn1c(=O)n(Cc2ccco2)c(=O)c2c3c(sc21)CCCCC3)c1ccccc1 | 0.5 | -29 | 3 | -0.2 | 0.0 | 1 | 5 | 3 | 1.0 | /
CC1(C)CC(NC(=S)Nc2ccc([N+](=O)[O-])cc2)CC(C)(C)N1 | 0.8 | 3 | -9 | 2.9 | 0.4 | 5 | 18 | -3 | -0.3 | -2
COc1ccc(-c2csc(N(Cc3ccco3)C(=O)c3cccs3)n2)cc1 | 3.5 | -6 | 4 | -0.4 | -1.0 | -10 | -7 | 3 | 0.0 | -5
CC(C)NC(=O)N(C)C[C@H]1Oc2c(NS(=O)(=O)c3ccc(F)cc3)cccc2C(=O)N([C@H](C)CO)C[C@@H]1C | -0.3 | -14 | / | -0.5&0.6 | -0.4 | -6 | / | -12 | i | -9
COc1cccc(CNc2nc3cc(-c4ccc(OC)c(OC)c4)sc3c(=O)n2C)c1 | / | / | / | 0.8 | 0.1 | -5 | / | 6 | -0.1 | -7
CCC(=O)Nc1ccc(C(=O)N/N=C/c2ccccc2[N+](=O)[O-])cc1 | -0.1 | / | -2 | / | -1.5 | -2 | 25 | 4 | -0.7 | 6
CN(C)S(=O)(=O)c1cccc(COC(=O)c2cnccn2)c1 | -0.4 | 3 | 1 | 0.6 | -0.9 | 6 | 46 | 1 | -0.5 | 4
COc1ccc(C)cc1NC(=O)CSc1nnnn1C1CCCC1 | -0.4 | -1 | 5 | 0.9 | -0.4 | 4 | 0 | 1 | i | 1
O=C(CCCCCN1C(=O)c2ccccc2C1=O)Nc1ccc(C(=O)O)cc1 | 7.8 | -5 | 5 | -0.4 | -0.2 | 5 | 2 | 6 | i | -6
COc1cc(/C=C2\SC(=S)N(CC(=O)O)C2=O)ccc1OC(=O)c1ccco1 | 0.0 | 7 | 0 | 0.8 | 1.5 | -3 | -4 | 6 | -0.2 | 17
CCCN1Cc2cccc(C(=O)NCc3cccs3)c2C1=O | -0.2 | 4 | -2 | / | 1.1 | 1 | -6 | 12 | i | -2
COc1ccc(C(=O)N2CC3(C)CC2CC(C)(C)C3)cc1OC (stereo unspecified) | -0.8 | -13 | 0 | / | 0.5 | 2 | -9 | 5 | -10 | 6
O=C(CSc1nnc(C2CC2)n1-c1ccccc1)N1CCCC1 | -0.4 | -11 | / | 1.6 | -0.3 | -3 | / | 5 | 1.0 | -5
Cc1cc(NC(=O)c2ccc(Cl)cc2)c(C(C)C)cc1O | -0.9 | -5 | 5 | / | -0.6 | -3 | 20 | 12 | -0.4 | 3
CCCc1cc(=O)[nH]c(SCc2ccc(F)cc2)n1 | -1.1 | -4 | 3 | -0.1 | -0.9 | -7 | 27 | 8 | -0.7 | -6
CCOc1ccc(/C=C2/SC(=S)N(CCC(=O)Nc3ccc(C(=O)O)cc3)C2=O)cc1 | -0.4 | 2 | 8 | -1.1 | 1.0 | -2 | 34 | 13 | i | -3
COc1cc(CCC(=O)NCCc2ccc(F)cc2)cc(OC)c1OC | 0.2 | 1 | 5 | 1.7 | -3.7 | 1 | -16 | 5 | -0.2 | 0
O=C(Nc1ccc(C(=O)N2CCOCC2)cc1)Nc1cccc2ccccc12 | 0.1 | -12 | 3 | 1.8 | -0.5 | -5 | -8 | -2 | -1.0 | 8
CN(/N=C/c1ccc(Br)o1)C1=NS(=O)(=O)c2ccccc21 | -0.9 | / | 5 | 1.7 | 0.0 | 1 | -12 | 0 | -2.1 | 6
Cc1nn(CCc2nn[nH]n2)c2nc(-c3ccccc3)cc(C(F)(F)F)c12 | -1.6 | -10 | 3 | 0.6 | -1.4 | 0 | 33 | -7 | -2.7 | -16
O=C(COC(=O)c1ccccc1O)NCCC1=CCCCC1 | -0.9 | -5 | 0 | 0.9 | 1.5 | 2 | 17 | 1 | i | 14
COc1ccc([C@H]2C[C@@H](n3cc(-c4ccc(F)cc4)nn3)[C@H](O)CN2Cc2cccs2)cc1 | / | / | / | 0.1 | -0.1 | 0 | / | 8 | 0.5 | -4
CCC(C)NC(=O)/C=C/c1ccc(S(=O)(=O)NCc2ccco2)cc1 (stereo unspecified) | 0.3 | 2 | -4 | 0.7 | -1.2 | -10 | 6 | 3 | i | -8
CCN(Cc1ccccc1)C(=O)Cn1c(C(C)O)nc2ccccc21 (stereo unspecified) | 0.1 | -5 | 1 | 0.9 | -0.5 | -6 | -6 | 6 | i | 24
Cc1ccc(OCC(=O)Nc2ccccc2[N+](=O)[O-])c(Br)c1 | 0.0 | 2 | 4 | 0.7 | 0.5 | 4 | 19 | 9 | i | -1

Complete entries, quoted from the list. Values in the order: PfHsp40 yeast, PriA SSB inh, SARS 3CLpro inh, TcdB GH inh, BoNT A protease, Anthrax LF prot, VHR inh abs, Y pestis TopoI, BH1578 lux ind, CCHF vOTU inh
`CCC(=O)Nc1ccc(C(=O)N/N=C/c2ccccc2[N+](=O)[O-])cc1` reads -0.1, /, -2, /, -1.5, -2, 25, 4, -0.7, 6
`COc1cc(/C=C2\SC(=S)N(CC(=O)O)C2=O)ccc1OC(=O)c1ccco1` reads 0.0, 7, 0, 0.8, 1.5, -3, -4, 6, -0.2, 17
`CCOc1ccc(/C=C2/SC(=S)N(CCC(=O)Nc3ccc(C(=O)O)cc3)C2=O)cc1` reads -0.4, 2, 8, -1.1, 1.0, -2, 34, 13, i, -3

Continued:
molecule | PfHsp40 yeast | PriA SSB inh | SARS 3CLpro inh | TcdB GH inh | BoNT A protease | Anthrax LF prot | VHR inh abs | Y pestis TopoI | BH1578 lux ind | CCHF vOTU inh
Cc1ccnc(NC(=O)CNC(=O)C23CC4CC(CC(C4)C2)C3)c1 | 0.8 | -3 | / | 1.1 | 0.9 | 2 | / | 3 | -2.3 | 0
CCN(CC)C(=O)Cn1cc([N+](=O)[O-])cc1[N+](=O)[O-] | 3.0 | 0 | / | 0.6 | -0.4 | 2 | / | -1 | -1.7 | 9
O=C(Nc1ccc2oc(-c3ccncc3)nc2c1)c1ccc2c(c1)OCCO2 | 0.1 | -5 | -1 | 0.6 | -0.9 | -1 | 13 | 22 | -0.7 | -9
O=c1[nH]c2ccccc2cc1CN(Cc1ccco1)S(=O)(=O)c1ccc(F)cc1 | 0.6 | 5 | 0 | 0.7 | 0.4 | 0 | -20 | 6 | -0.3 | 11
CCNC(=O)NC(=O)C(C)OC(=O)c1c(C)nn(Cc2ccccc2Cl)c1Cl (stereo unspecified) | -0.5 | -10 | 1 | -0.8 | 0.5 | -1 | -4 | 32 | i | -8
Cc1ccc(CC(=O)OCC(=O)NC2CCCC(C)C2C)cc1C (stereo unspecified) | 1.1 | -20 | 1 | / | -2.5 | -2 | 29 | 35 | / | 14
CCOC(=O)C1(CCCc2ccccc2)CCN(C(=O)C2CCCN(C(N)=O)C2)CC1 (stereo unspecified) | -1.2 | -3 | 0 | / | 0.0 | -2 | 4 | 8 | -0.5 | -14
CC(C)OC(=O)c1cccnc1SCC(=O)N(C)c1ccccc1 | -0.4 | -5 | -1 | / | -0.7 | 3 | 29 | 11 | i | -4
Cc1ccc(Cl)cc1NC(=O)CN1C(=O)NC(C)(C2CC2)C1=O (stereo unspecified) | -0.9 | 3 | / | -0.7 | -0.4 | -2 | / | -3 | i | 10
Cc1nccc(-c2ccc(-n3cnc4ccccc43)cc2)n1 | -0.9 | -24 | 4 | / | -1.1 | -1 | -2 | 8 | -0.5 | 6
Cc1ccccc1-c1nc2ccccc2[nH]1 | -1.2 | -7 | -8 | / | -0.1 | -4 | -5 | 5 | i | 18
CCCCn1c(CNC(=O)Cc2ccccc2)nc2ccccc21 | -0.1 | 2 | -7 | -12 | 0.1 | -8 | 2 | 15 | 0.0 | 16
Cc1cccc(NC(=O)c2cc(S(=O)(=O)N3CCCCC3)ccc2Cl)n1 | 0.6 | 6 | / | 1.1 | 2.6 | 0 | / | 2 | i | -6
Clc1ccc(OC2CCN(Cc3nc(CC4CC4)no3)CC2)cc1 | 1.4 | -28 | 3 | -1.0 | 0.1 | 1 | 8 | 28 | i | 1
